GLA spleen mod – alpha-galactosidase A (human) modulation. human spleen homogenate, 4MU-alpha-Gal fluorescence, 40 min. Potency, µM (titrated, usually from 80 µM), for inactives: top-dose activity change, negative = inhibition, most hits filed as inhibitors. 240,000 compounds, 0.008% hits. AID 2107;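 note: potency is the fitted concentration of half-maximal effect; 0% = enzyme with vehicle and -100% = no enzyme basal signal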
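Inhibition or activation of alpha-galactosidase in human spleen homogenate is scored by 4-MU fluorescence after 40 min at 37C, pH 5.0, with 1 mM substrate. AC50s come from concentration-response fitted to the Hill equation.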
TexasRed fluor – Texas Red fluorescence interference in TRb-SRC2 counter-screen. TRb/SRC2 Texas Red total fluorescence interference. Potency, µM (top dose mostly 106 µM), inactives show at the highest dose fluorescence change, negative = quenching. 280,000 compounds, 0.29% hits; active = well fitted curve in either direction with a large enough effect; inconclusive = small, poorly fitted or top-dose-only effect; note: potency is the fitted concentration of half-maximal effect; % is set by controls: 0 for no effect and ±100 for the full control effect
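Human TRβ ligand-binding domain (0.6 uM) and Texas Red SRC2 peptide (20 nM) in Tris buffer with 1 uM T3 and 5% DMSO were incubated with pinned compound for 5 hr at ambient temperature. Total fluorescence was computed as S + 2P (555/632 nm).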
Tau FP inhib – tau fibrillization inhibition (FP); AID 1468; Potency, µM (highest dose often 57.7 µM), for inactives: at the top dose activity, negative = inhibition, most hits filed as inhibitors; K18 P301L tau heparin fibrillization, Alexa594 FP, 6 h; 280,000 compounds, 0.39% hits; P10636; note: potency is the fitted concentration of half-maximal effect; % is set by controls: 0 for no effect and ±100 for the full control effect; nearly all actives have a fitted effect of over 55% in size
Target sequence (P10636 561-689 P618L limits assumed): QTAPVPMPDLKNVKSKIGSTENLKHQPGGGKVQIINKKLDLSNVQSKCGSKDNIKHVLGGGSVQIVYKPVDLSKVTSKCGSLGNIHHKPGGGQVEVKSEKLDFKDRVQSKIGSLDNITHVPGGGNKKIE
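K18 P301L tau (15 uM unlabeled/0.24 uM Alexa 594-labeled, final) + compound + heparin 20 uM final; 100 mM NaOAc pH 7; 6 hr 37 C; ThT 30 uM final added, 1 hr RT; FP ex 555/em 632 nm.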
TRb-SRC2 inh – disrupts binding of human TR beta to SRC2. P10828. TRbeta-SRC2 peptide binding, fluorescence polarization; receptor liganded with 1 µM T3. Potency, µM (titrated, usually from 106 µM), inactives show top-dose activity change, negative = inhibition, usual class: inhibitors. 280,000 compounds, 0.065% hits;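 note: potency is the fitted concentration of half-maximal effect; plate controls were bound peptide for no effect and peptide without receptor for full effect; nearly all actives have a fitted effect of over 50% in size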
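Decrease in fluorescence polarization of 20 nM Texas Red SRC2 coactivator peptide flagged inhibition of its binding to 0.6 uM TRb LBD; 1 uM T3 included, incubation 5 hr, ex 555/em 632 nm.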
Epigenetic reg – derepresses silenced GFP reporter in murine cells; murine LDR cells, GFP reporter derepression, 30 h; 280,000 compounds, 0.2% hits; Potency, µM (top dose mostly 53.9 µM), for inactives: at the highest dose GFP activation, usual class: activators; note: potency is the fitted concentration of half-maximal effect; % of control where 0% means no effect; nearly all actives have a fitted effect of over 60% in size
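Readout is the number of GFP-expressing murine LDR cells, counted by cytometry following washing. Cells were treated with compound for 30 h at 37 C; the stably integrated CMV-GFP locus is normally silent.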
Tau fluor counter – counter-screen for tau fibril formation inhibitors; AID 1463; 280,000 compounds, 0.93% hits; Potency, µM (series often up to 57.7 µM), without a hit: top-dose activity change, negative = decrease; tau K18 P301L Alexa594 fluorescence, heparin fibrillization; note: potency is the fitted concentration of half-maximal effect; % is set by controls: 0 for no effect and ±100 for the full control effect; nearly all actives have a fitted effect of over 55% in size
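Human tau K18 P301L (15 uM unlabeled, 0.24 uM Alexa 594-labeled) in 100 mM sodium acetate pH 7 with 20 uM heparin, 6 hr at 37 C. ThT 30 uM added, 1 hr ambient; Alexa 594 FP and total fluorescence read at 555/632 nm.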
CBFb-RUNX1 inh – CBF-beta/RUNX1 interaction disruption; Q01196+Q13951; AlphaScreen CBFb-His/RUNX1-biotin binding, biochemical; Potency, µM (top dose mostly 59.8 µM), for the others: at the top dose activity, negative = inhibition, usual class: inhibitors; 230,000 tested, under 10 active; AID 1477; note: % of control where 0% means no effect
Target sequence (Q01196 whole entry, looked up): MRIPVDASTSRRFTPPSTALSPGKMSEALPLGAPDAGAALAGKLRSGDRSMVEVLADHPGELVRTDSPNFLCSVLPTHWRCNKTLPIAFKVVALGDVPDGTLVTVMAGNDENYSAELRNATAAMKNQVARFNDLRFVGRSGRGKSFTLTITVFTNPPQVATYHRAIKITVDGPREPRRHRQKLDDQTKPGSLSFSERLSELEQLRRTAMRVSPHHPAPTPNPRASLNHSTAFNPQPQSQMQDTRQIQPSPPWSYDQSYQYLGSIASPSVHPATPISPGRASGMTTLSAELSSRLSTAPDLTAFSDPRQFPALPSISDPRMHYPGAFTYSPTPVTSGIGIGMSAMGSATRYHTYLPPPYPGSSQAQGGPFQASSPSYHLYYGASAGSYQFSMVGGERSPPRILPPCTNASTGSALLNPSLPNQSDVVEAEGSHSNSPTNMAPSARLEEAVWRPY
Target sequence (Q13951 whole entry, looked up): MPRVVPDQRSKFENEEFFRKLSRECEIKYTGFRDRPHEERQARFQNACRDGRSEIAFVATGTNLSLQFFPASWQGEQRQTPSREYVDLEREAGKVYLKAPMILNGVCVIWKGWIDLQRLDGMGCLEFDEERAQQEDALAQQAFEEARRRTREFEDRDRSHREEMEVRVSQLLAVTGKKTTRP
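Inhibition was taken as any reduction in AlphaScreen signal from the CBF-beta–RUNX1 pair (His and biotin tags, 30 nM each), measured after compound (15 min) and bead (90 min) incubations at room temperature.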
NPSR antagonist – blocks cAMP signaling of the human neuropeptide S receptor; Q6W5P4; CHO-NPSR cells, cAMP TR-FRET, antagonist mode; Potency, µM (series often up to 38.3 µM), inactives show at the top dose activity change, negative = inhibition, most hits filed as inhibitors; 220,000 compounds, 1% hits; AID 1461; note: potency is the fitted concentration of half-maximal effect; % is set by controls: 0 for no effect and ±100 for the full control effect; nearly all actives have a fitted effect of over 50% in size; many of its hits are not listed in these tables
Numbers without * were called inactive; ? = inconclusive; · = no result given; & = joins results of further samples; [ ] = another dose, or the depositor's remark. Unless noted, calls come from the whole dose curve; as a rule, active = well fitted curve in the direction sought with a large enough effect; inconclusive = small, poorly fitted or top-dose-only effect, or another doubt; inactive = no such curve, though single readings can be large; an effect the other way counts as inactive or inconclusive. Some of the compounds tested; the hit share may differ from the screen's.

Assay codes – A = GLA spleen mod; B = TexasRed fluor; C = Tau FP inhib; D = TRb-SRC2 inh; E = Epigenetic reg; F = Tau fluor counter; G = CBFb-RUNX1 inh; H = NPSR antagonist
1	CCc1c(C(=O)NCCc2ccc(OC)c(OC)c2)[nH]c(C)c1C(C)=O
  A = 4%; B = 0%; C = 6%; D = -1%; E = 0.0%; F = -3%; G = 3%; H = -11%[46.1 µM]
2	COc1ccc(C(C(=O)NC2CCCC2)N(CCN2CCOCC2)C(=O)c2ccc(OC)c(OC)c2)cc1 (stereo not given)
  A = -1%; B = -2%; C = 9%; D = -7%; E = -0.1%; F = -6%; G = 0%; H = 1%[46.1 µM]
3	Cc1c(C(=O)NCc2ccccc2Br)oc2c1-c1[nH]ncc1CC2
  A = ·; B = -2%; C = -3%; D = 5%; E = -4.2%; F = 3%; G = ·; H = ·
4	COc1ccc(CNS(=O)(=O)c2cccc(S(=O)(=O)N3CCOCC3)c2)cc1
  A = 10%; B = -7%; C = ?; D = -4%; E = 0.7%; F = -14%; G = 1%; H = -14%[46.1 µM]
5	CC#CCCc1nc2ccccc2c(=O)n1N
  A = 2%; B = 1%; C = 3%; D = -6%; E = -0.4%; F = -2%; G = -4%; H = 23%
6	Cc1cccc(C2c3[nH]c4ccccc4c3CCN2C(=O)c2nn(C)c(=O)c3ccccc23)n1 (stereo not given)
  A = 1%; B = -2%; C = 3%; D = 2%; E = 2.0%; F = -22%; G = -11%; H = 42%
7	O=C(O)CN1CCc2ccccc2C1
  A = -8%; B = 1%; C = -4%; D = 1%; E = -0.6%; F = -12%; G = 0%; H = -4%
8	Cc1ccc(S(=O)(=O)c2nc(Nc3nccs3)sc2Cl)cc1
  A = 6%; B = 1%; C = 2%; D = 0%; E = 2.1%; F = 16µM*[quencher]; G = -9%; H = -10%[46.1 µM]
9	COc1ccccc1C1(O)CCN(C(=O)c2cccs2)CC1
  A = 8%; B = -1%; C = -3%; D = -9%; E = -1.2%; F = 1%; G = 4%; H = 2%[46.1 µM]
10	O=C(Nc1ccc2oc(-c3cccnc3)nc2c1)c1ccc2c(c1)OCCO2
  A = -3%; B = 1%; C = -12%; D = -8%; E = 1.1%; F = ?; G = -6%; H = ?
11	CCc1ccc(NS(=O)(=O)c2ccc3[nH]cc(C(=O)N4CCCCCC4)c(=O)c3c2)cc1
  A = ·; B = 1%; C = -10%; D = 0%; E = 0.0%; F = ?; G = ·; H = ·
12	O=C(/C=C/c1ccc(Cl)cc1)NCc1cccs1
  A = 4%; B = 2%; C = 7%; D = -4%; E = 0.6%; F = 1%; G = 0%; H = -2%
13	OC(COC(c1ccccc1)c1ccccc1)CN1CCOCC1 (stereo not given)
  A = -1%; B = -1%; C = 0%; D = -5%; E = -0.2%; F = -4%; G = 8%; H = 11%
14	CC(=O)N1CCC(N(CCN2CCOCC2)C(=S)Nc2cccc(C)c2C)CC1
  A = -18%; B = 2%; C = -2%; D = 2%; E = -0.9%; F = -7%; G = 2%; H = 11%
15	CC1(C)Cc2ccccc2-c2nc(NCCCO)[nH]c(=O)c21
  A = 12%; B = -2%; C = ?; D = 2%; E = 2.5%; F = -5%; G = -2%; H = -16%
16	CCSC(=N)N
  A = 3%&-15%&-2%; B = -1%&-1%&0%; C = -12%&-2%&3%; D = 0%&-7%&4%; E = -1.2%&0.0%&-0.2%; F = -2%&9%&-4%; G = -24%; H = -4%[46.1 µM]
17	Cc1ccc2nc(NC(=O)CSc3nccn3Cc3ccccc3)sc2c1
  A = ·; B = -1%; C = 3%; D = 2%; E = -8.9%; F = ?; G = ·; H = ·
18	CCOC(=O)N1CCN(Cc2nc3c(c(=O)[nH]c(=O)n3C)n2CCCc2ccccc2)CC1
  A = 3%; B = 3%; C = 0%; D = -5%; E = 7.8%; F = -4%; G = 8%; H = -18%[46.1 µM]
19	O=C(NNC(=O)c1ccc([N+](=O)[O-])cc1)NC1CCCCC1
  A = 4%; B = 2%; C = -1%; D = -5%; E = -0.3%; F = 6%; G = 2%; H = -6%[7.67 µM]
20	COC(=O)c1ccc(S(=O)(=O)N2CCCCCC2)n1C
  A = 12%; B = -2%; C = -1%; D = 1%; E = -1.8%; F = -4%; G = 16%; H = 5%
21	CC1CC(C)CN(c2ncc3c(n2)CC(c2ccccc2Cl)CC3=O)C1 (stereo not given)
  A = -7%; B = 1%; C = 1%; D = -24%; E = 0.0%; F = -4%; G = 5%; H = -25%[46.1 µM]
22	O=C(Nc1cccc(C(F)(F)F)c1)c1cc(S(=O)(=O)N2CCCCC2)ccc1N1CCOCC1
  A = -3%; B = 1%; C = -14%; D = -2%; E = 0.0%; F = -26%; G = 23%; H = -10%[46.1 µM]
23	CCCCn1c(=O)c2oc3ccccc3c2n(CC(=O)Nc2ccc(CC)cc2)c1=O
  A = ·; B = 0%; C = -14%; D = -2%; E = 4.7%; F = -4%; G = ·; H = ·
24	Cc1cc(NS(=O)(=O)c2ccccc2)c([N+](=O)[O-])cc1C
  A = 7%; B = 0%; C = 7%; D = -3%; E = -1.3%; F = -20%; G = -2%; H = -6%
25	CCCC(=O)Nc1cc(-c2cn3cccnc3n2)ccc1OC
  A = -22%; B = 0%; C = -8%; D = 1%; E = 0.0%; F = -6%; G = 9%; H = -6%[46.1 µM]
26	O=C(Nc1ccc(Cl)cc1)NC1CCCCC1Cc1ccco1 (stereo not given)
  A = -10%; B = -1%; C = -6%; D = 0%; E = -1.2%; F = -28%; G = 2%; H = -21%[46.1 µM]
27	C=C(C)CSc1nnc(-c2ccc(C)cc2)n1N
  A = 3%; B = 0%; C = -2%; D = 10%; E = 2.1%; F = -6%; G = -2%; H = -2%[46.1 µM]
28	Cc1ccc2cc(CN(Cc3cccs3)Cc3nnnn3C(C)(C)C)c3nnnn3c2c1
  A = -4%; B = 1%; C = -2%; D = -2%; E = 0.9%; F = -22%; G = 3%; H = ?
29	CCOc1ccccc1-n1c(SCC(N)=O)nnc1-c1ccco1
  A = 2%; B = -10%; C = 2%; D = -8%; E = -1.0%; F = -3%; G = -5%; H = -2%[46.1 µM]
30	O=C(c1cn(CCOc2ccccc2F)c2ccccc12)C1CCCCC1
  A = ·; B = -8%; C = ?; D = 10%; E = 1.0%; F = -24%; G = ·; H = ·
31	CCN(C(=O)c1cc2ccccc2oc1=O)c1ccccc1
  A = 3%; B = -2%; C = -2%; D = 0%; E = -2.7%; F = -7%; G = -2%; H = -12%[46.1 µM]
32	CCOC(=O)c1cnc(COc2ccccc2Cl)[nH]c1=O
  A = 22%; B = -5%; C = -2%; D = -5%; E = -0.3%; F = -5%; G = 22%; H = 12%[7.67 µM]
33	CC(=O)Nc1nc2n(n1)C(c1ccccc1)C=C(c1ccccc1)N2 (stereo not given)
  A = 3%; B = -5%; C = -4%; D = 1%; E = -0.5%; F = 8%; G = -3%; H = -2%[46.1 µM]
34	C=CCn1c(O)c(N=NC(=S)Nc2ccc(OC)c(Cl)c2)c2ccccc21
  A = 8%; B = 2%; C = 3%; D = 1%; E = 2.0%; F = ?; G = ?; H = -2%
35	COC(=O)CCCCC1SCC(NC(=O)c2ccccc2)C1=O (stereo not given)
  A = 2%; B = -6%; C = 2%; D = 6%; E = -3.8%; F = -4%; G = 1%; H = 11%
36	C#CCCCO/N=C1/C[C@@H](O)[C@@H](O)[C@@H]2[C@@H]3C(=O)N(Cc4ccccc4)C(=O)[C@H]3CC[C@H]12
  A = 1%[17.5 µM]; B = 0%[11.2 µM]; C = 5%[11.6 µM]; D = 1%[11.2 µM]; E = 0.0%[10.1 µM]; F = 0%[11.6 µM]; G = 8%[13.1 µM]; H = ·
37	COCCOC(=O)c1cc(C(=O)c2cc(Cl)ccc2O)coc1=N
  A = 9%; B = -2%; C = -1%; D = -7%; E = 0.2%; F = -8%; G = 0%; H = -13%
38	O=C1N/C(=N/S(=O)(=O)c2ccccc2)S/C1=C/c1cccnc1
  A = -2%; B = -8%; C = 0%; D = -1%; E = 1.0%; F = -1%; G = 7%; H = -20%
39	COCCCNC(=O)c1cccc2c(=O)c(C)c(-c3ccccc3)oc12
  A = 2%; B = 0%; C = 1%; D = 1%; E = -0.9%; F = 2%; G = -7%; H = -6%[46.1 µM]
40	CCOCCCNC(=O)c1cc2c(=O)n3cccc(C)c3nc2n1C
  A = 24%; B = -1%; C = 1%; D = 1%; E = 0.0%; F = 2%; G = 8%; H = 0%[46.1 µM]
41	Cc1ccc(NC(=O)Cn2c(=O)ccc3cc(S(=O)(=O)N4CCC(C)CC4)ccc32)cc1C
  A = ·; B = 0%; C = -5%; D = -6%; E = 5.6%; F = -18%; G = ·; H = ·
42	Cc1cc(C)nc(NCCCc2ccccc2)n1
  A = 7%; B = 5%; C = 1%; D = 5%; E = -2.0%; F = -5%; G = 5%; H = -8%[46.1 µM]
43	O=C(Cn1c(=O)nc(-c2ccccc2)c2cc(Cl)ccc21)Nc1ccc(F)c(Cl)c1
  A = ·; B = ?; C = -2%; D = -7%; E = -1.8%; F = 0%; G = ·; H = ·
44	Cc1ccccc1NC(=O)CSc1nc(O)cc(=O)n1C
  A = 5%; B = -6%; C = -5%; D = -3%; E = -1.0%; F = -1%; G = 9%; H = 4%

Screening results from PubChem.
